Screening results as filed in PubChem BioAssay.
RGS4-Gao reg = modulators of RGS4 binding to Galphao, primary screen, biochemical, multiplexed bead flow cytometry. Guanine nucleotide-binding protein G(o) subunit alpha (Homo sapiens), P09471. actives lie on both sides. binding response (% of control), % at 10 µM. 220,000 tested, 0.33% active; in the data active = binding response below about 49% or above about 150%; inactive = in between;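 note: fluorescent Galphao activated with aluminum fluoride binding bead-coupled RGS4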
Target sequence (P09471 whole entry, looked up): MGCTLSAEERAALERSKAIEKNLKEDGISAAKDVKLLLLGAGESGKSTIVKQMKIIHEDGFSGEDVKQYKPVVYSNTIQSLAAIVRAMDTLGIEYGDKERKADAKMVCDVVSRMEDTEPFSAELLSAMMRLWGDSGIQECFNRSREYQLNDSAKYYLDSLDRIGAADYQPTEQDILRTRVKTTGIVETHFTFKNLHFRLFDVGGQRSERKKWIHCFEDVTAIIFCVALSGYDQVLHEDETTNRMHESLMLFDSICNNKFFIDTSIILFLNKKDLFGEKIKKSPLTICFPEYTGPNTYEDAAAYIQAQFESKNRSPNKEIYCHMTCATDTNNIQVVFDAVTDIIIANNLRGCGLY
RGS8-Gao reg = RGS8-Galphao binding modulators, primary screen, biochemical, multiplexed bead flow cytometry | Guanine nucleotide-binding protein G(o) subunit alpha (Homo sapiens), P09471 | actives lie on both sides | response (percent of control binding), % at 10 µM | 220,000 tested, 0.34% active | AID 1423, 2008; in the data active = response below about 60% or above about 140%; inactive = in between;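 note: Galphao activated as the GDP aluminium fluoride complex binding bead-coupled RGS8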
RGS7-Gao reg = RGS7-Galphao binding modulators, primary screen, biochemical, multiplexed bead flow cytometry. binding response (% of control), % at 10 µM. actives lie on both sides. AID 1439, 2008. 220,000 tested, 0.35% active; in the data active = binding response below about 49% or above about 150%; inconclusive = no clear call, values can overlap the other calls; inactive = in between;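 note: fluorescent Galphao held in activated GDP-AlF4 state binding bead-coupled RGS7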
Active calls of the source: *; ? = inconclusive; · = not tested or not shown; [ ] = dose if it differs, or a comment. The list is partial; count on the stated rates, not on these rows.

RGS4-Gao reg,RGS8-Gao reg,RGS7-Gao reg,SMILES
86,93,?,O=C(O)C(Cc1ccccc1-c1ccccc1)C(=O)O
104,102,?,O=C(O)C1CCc2sc3[nH]c(=S)n(-c4ccccc4)c(=O)c3c21 (stereo unspecified)
97,98,?,O=C(CN1CCN(Cc2ccc(Cl)cc2)CC1)N/N=C/c1cccs1
100,101,?,CC1Oc2ccccc2C=C1/C=N\NC(=O)c1cccnc1 (stereo unspecified)
103,98,?,Cc1nc(CNC(=O)c2cc(COc3c(F)cccc3F)on2)cs1
91,100,?,COc1ccc(-n2c(SCC(=O)N/N=C/c3ccccc3OCC(=O)O)nc3ccccc3c2=O)cc1
99,100,?,O=S(=O)(Nc1ccc(-n2cccc2)cc1)c1ccc(Cl)c(Cl)c1
100,101,?,CC(C)Nc1nc(N)c(C(=O)C23CC4CC(CC(C4)C2)C3)s1
93,101,?,CCOC(=O)c1c(C)nc(C)c(C(=O)OCC)c1-c1cccnc1
108,106,?,O=[N+]([O-])c1cc(C(F)(F)F)ccc1NC1CCN(Cc2ccccc2)CC1
96,102,?,O=C(O)CCn1cc(/C=C/C(=O)c2ccc(Cl)cc2)c(-c2cccc(Br)c2)n1
100,100,?,COc1ccc(-c2nc3c4ccccc4ccn3c2CN2CCCCC2)cc1OC
100,100,?,COc1ccc(C2CC(c3ccc4ccccc4c3OC(C)=O)=NN2C(C)=O)cc1 (stereo unspecified)
98,95,·,Cc1cc2cc(CNC(=O)COc3ccccc3)ccc2n1C
103,100,?,Clc1ccc(Oc2nc3c(Cl)cccc3s2)cc1Cl
387*[activator],150*[activator],?,CCCc1cc(=O)[nH]c(SCC(=O)c2ccc3c(c2)NC(=O)CO3)n1
100,101,?,O=C(NNC1=NCCCCC1)Nc1ccc(Cl)cc1
104,101,?,Cn1cnc(S(=O)(=O)Nc2ccc3c(c2)OCCO3)c1
105,104,?,O=c1[nH]c(CN2CCN(c3ccccn3)CC2)nc2c(Br)cc(Br)cc12
94,98,?,Cc1ccc(S(=O)(=O)NNC(=S)Nc2c(Cl)cccc2Cl)cc1
102,96,?,Cc1cc(-c2cccs2)c(C#N)c(=S)[nH]1
98,99,?,O=C(/C=C/Nc1ccc(S(=O)(=O)Nc2ncccn2)cc1)c1ccc2ccccc2c1
98,102,?,O=C(NNC(=O)c1cnccc1C(F)(F)F)c1cccc(Cl)c1
104,102,?,O=C(CCCCl)NC(=S)Nc1ccc(N2CCOCC2)cc1
105,100,·,COc1cc(C(=O)Nc2cccc(S(=O)(=O)N3CCCC3)c2)cc(OC)c1C
103,100,?,O=C(NC(=S)Nc1ccc(CN2CCOCC2)cc1)c1ccc(-c2ccc(Br)cc2)o1
88,94,?,Cc1cc(=O)[nH]c(N/N=C2/CCCC/C2=C\c2ccccc2)n1
98,100,?,O=C(CCN1CCC(c2ccc(Cl)s2)=N1)c1ccc(Cl)s1
100,103,?,O=C(Cn1c(-c2ccccn2)nc2ccccc21)N/N=C/c1cccnc1
100,101,?,CCOc1cc(/C=C2\SC(=S)N(C(C(=O)O)c3ccccc3)C2=O)ccc1O (stereo unspecified)
102,100,?,Cc1cccc(NC(=O)C2CC(=O)n3ncnc3N2)c1 (stereo unspecified)
99,102,?,O=C(Cn1nc(-c2nn(CC(=O)c3ccccc3)c3[n+]2CCCCC3)[n+]2c1CCCCC2)c1ccccc1
105,101,?,CCOC(=O)c1cncc(C#CCO)c1
122,113,?,O=S(=O)(c1cccs1)N1CCN(c2ccc(O)cc2)CC1
103,100,?,N/C(=N\S(=O)(=O)c1cc(C(F)(F)F)cc(C(F)(F)F)c1)c1ccccc1
98,99,?,O=C(/C=C/c1cccc(Br)c1)Nc1nn[nH]n1
94,96,?,C#CCOCCOCCOCCNc1nc(N2CCN(C(=O)[C@H](CCCCN)n3cc(C(N)CO)nn3)CC2)nc(N2CCN(C(=O)[C@H](CCC(=O)O)n3cc(C(N)CC(C)C)nn3)CC2)n1 (stereo partly specified)
101,101,?,COc1ccc(C(=O)Nc2ccc(O)c3c(=O)cc(-c4cccc(Cl)c4)oc23)cc1
101,103,?,COc1ccc(NC(=S)N/N=C/c2ccc(F)c(F)c2)cc1
104,102,?,Cn1ccnc1C(O)(c1ccccc1)c1ccccc1
110,109,?,CSc1ccc(C(=O)C2CCCN(Cc3cccc4nccnc34)C2)cc1 (stereo unspecified)
96,99,?,NNc1nnc2c3cc(F)ccc3n(Cc3ccccc3)c2n1
102,101,?,CN1N=C(C(C)(C)C)CSC1=Nc1ccc(F)cc1
91,102,?,COc1ccccc1CCc1nnc(CCC(=O)NC(C)Cc2cccc(C)n2)o1 (stereo unspecified)
101,99,?,N/C(CS(=O)(=O)c1ccccn1)=N\OC(=O)c1ccc(Cl)cc1
100,104,?,CCOC(=O)c1c(NC(=O)CSc2nnc(C)o2)sc(C)c1C
105,105,?,CCCCNC(=O)Nc1ncn[nH]1
100,100,?,Cc1cc(C)c(S(=O)(=O)Nc2ccc(N3CCOCC3)cc2)c(C)c1
117,108,?,Nc1nc(NCCCN2CCOCC2)nc(Nc2cccc(Cl)c2)c1[N+](=O)[O-]
111,107,?,O=C(O)/C=C/C(=O)N1CCN(C(c2ccccc2)c2ccccc2)CC1
98,99,?,O=C(Nc1ccccc1)O/N=C1/CCCc2occc21
93,98,?,Cc1cc2oc(C(=O)Nc3ccc(S(=O)(=O)Nc4onc(C)c4C)cc3)cc(=O)c2cc1Cl
103,101,?,Cc1[nH]n(-c2ccc(Cl)cc2)c(=O)c1N=Nc1cccnc1
101,99,?,CC(=O)N1CCC(c2c[nH]c3ccccc23)CC1
105,100,?,CCOC(=O)N1CCc2c(sc(N)c2C#N)C1
97,102,?,CCCc1nc2sc3c(=O)[nH]cnc3c2c2c1CCCC2
96,97,?,CCC(=O)Nc1ccc(C(=O)CSc2nc(N)cc(N)n2)cc1
89,96,·,O=C(O)c1ncsc1-c1ccccc1
95,101,?,Cc1ccc(S(=O)(=O)NC(=O)Nc2ccc(OC(F)F)cc2)cc1
104,104,?,CC(C)(C)c1cc(NC(=O)NN2CCOCC2)nn1-c1c(Cl)cc(Cl)cc1Cl

Sorted by length of the SMILES (high to low): part of the list above.
RGS4-Gao reg,RGS8-Gao reg,RGS7-Gao reg,SMILES
95,101,?,Cc1ccc(S(=O)(=O)NC(=O)Nc2ccc(OC(F)F)cc2)cc1
105,100,?,CCOC(=O)N1CCc2c(sc(N)c2C#N)C1
89,96,·,O=C(O)c1ncsc1-c1ccccc1
105,105,?,CCCCNC(=O)Nc1ncn[nH]1

(next part)
RGS4-Gao reg,RGS8-Gao reg,RGS7-Gao reg,SMILES
105,104,?,NC(=O)N/N=C/c1coc2ccc(O)cc2c1=O
104,103,?,Cc1ccc(C(=O)Nc2nc3n(n2)C(c2ccccc2)CC(=O)N3)cc1 (stereo unspecified)
93,99,?,CCCCc1ccc(NC(=O)N[C@@H](C)C(=O)O)cc1
99,96,?,N#Cc1ccc(/C=N/NC(=S)Nc2ccc(S(=O)(=O)N3CCOCC3)cc2)cc1
85,81,?,CC1OC(Oc2c(-c3cc(O)c(O)c(O)c3)oc3cc(O)cc(O)c3c2=O)C(O)C(O)C1O (stereo unspecified)
102,105,?,CCOc1cc(/C=N/NC(=O)C(=O)NCC2CCCO2)ccc1OCC(=O)N1CCOCC1 (stereo unspecified)
109,106,?,CCCC(=O)NC(c1ccc(OCC)cc1)c1ccc(OC)c(OC)c1 (stereo unspecified)
89,95,?,CC1CC1C(=O)OCC(=O)Nc1cccc(S(=O)(=O)NC2=NCCCCC2)c1 (stereo unspecified)
100,100,?,CCCCC#Cc1cncc(C(=O)NN)c1
81,93,?,CC(=O)N/C(=C/c1ccc(OS(=O)(=O)c2ccc(C)cc2)cc1)C(=O)NCCCO
99,100,?,CCOP(=O)(c1ccc(N(C)C)cc1)C(O)c1ccncc1 (stereo unspecified)
97,99,?,O=C(CNC(=O)C(c1ccccc1)c1ccccc1)N/N=C\c1cccc(O)c1
103,102,?,CCCn1c(CCC(=O)O)nc2cc(S(=O)(=O)N3CCCC3)ccc21
100,102,?,CC(=O)NC1(C(F)(F)F)C(=O)Nc2c1c(=O)[nH]c(=O)n2-c1ccccc1 (stereo unspecified)
101,101,?,O=C1/C(=C/c2ccc(F)cc2)SC(=S)N1N1CCOCC1
101,100,?,O=S(=O)(Nc1nc2ccccc2nc1NCC1CCCO1)c1cc(Cl)ccc1Cl (stereo unspecified)
101,103,?,S=C1NCN(Cc2ccco2)CN1Cc1ccco1
104,104,?,Cc1cccc(Cl)c1NC(=O)N1CCCN(c2ncccc2[N+](=O)[O-])CC1
93,96,?,COc1ccccc1-c1nc(=S)c(C(C)=O)c(C)[nH]1
99,100,?,Nc1cc([N+](=O)[O-])ccc1N1C(=O)CCCC1=O

3 entries picked at random from the list so far:
RGS4-Gao reg,RGS8-Gao reg,RGS7-Gao reg,SMILES
101,103,?,S=C1NCN(Cc2ccco2)CN1Cc1ccco1
81,93,?,CC(=O)N/C(=C/c1ccc(OS(=O)(=O)c2ccc(C)cc2)cc1)C(=O)NCCCO
99,100,?,CCOP(=O)(c1ccc(N(C)C)cc1)C(O)c1ccncc1 (stereo unspecified)

The main list resumes with the 3 entries that preceded the break.
RGS4-Gao reg,RGS8-Gao reg,RGS7-Gao reg,SMILES
104,104,?,Cc1cccc(Cl)c1NC(=O)N1CCCN(c2ncccc2[N+](=O)[O-])CC1
93,96,?,COc1ccccc1-c1nc(=S)c(C(C)=O)c(C)[nH]1
99,100,?,Nc1cc([N+](=O)[O-])ccc1N1C(=O)CCCC1=O
99,99,?,S=C1SCN(CC2CC2)CN1CC1CC1
101,100,?,CN(C)c1ccc(S(=O)(=O)N2CCCCC2)cc1NC(=O)COc1ccccc1F
104,101,?,CC1C2Cn3c(nc4ccccc43)C1N(C(C)C)O2 (stereo unspecified)
100,100,?,Cc1ccc(CNC(=O)CCC2CCCN(Cc3cccc4c3OCO4)C2)o1 (stereo unspecified)
82,95,?,O=C(O)/C=C(\Oc1ccccc1)C1(O)CCCCC1
94,102,?,COC(=O)N/N=C/c1ccccc1OCCOc1ccc(OC)cc1
96,101,?,CCNc1nc(Cl)nc(-c2cn(-c3ccccc3)c3ccccc23)n1
101,101,?,Cc1[nH]c2ccccc2c1SCc1n[nH]c(=S)n1C
101,100,?,CCc1ccc(-n2c(SCC(=O)N3Cc4ccccc4CC3C(=O)O)nnc2-c2ccncc2)cc1 (stereo unspecified)
100,104,?,C=CCSc1n[nH]c(=O)n1-c1cccc(C(F)(F)F)c1
100,105,?,c1ccc(Cn2c(-c3ccccc3)c[n+]3c2SCCC3)cc1
98,98,?,COc1ccc(C(=O)NC(=S)Nc2ccc(CN3CCOCC3)cc2)cc1OC
103,103,?,COc1cc2c(c(OC)c1OC)C(=O)CC2
97,97,?,CCOC(=O)N1CCc2c(sc3[nH]c(=S)[nH]c(=S)c23)C1
104,103,?,CCCCNC(=O)c1onc(CSc2ccc(F)cc2)c1C(=O)NCCCC
96,101,?,CC1CCN(C(=O)c2[nH]cnc2C(=O)N[C@@H](C)C(=O)OC(C)(C)C)CC1
100,98,?,C(=N\Nc1nncn1/N=C/c1ccco1)/c1ccco1
97,99,?,Cc1ccc(CC(=O)c2ccc(Cl)cc2)cc1
99,98,?,Cc1[nH]c(=O)[nH]c(=O)c1CSCC(=O)OCC(=O)Nc1ccccn1
88,101,?,O=C(Nc1cccc(-c2nc3cccnc3s2)c1)c1ccc(Cl)nc1
89,93,?,O=S(=O)(NCc1ccco1)c1cnc(Cl)c(Cl)c1
106,102,?,CSc1nc(N)nc(N(C)C)n1
102,100,?,CC(C)C(=O)O/N=C(\N)c1ccc(Oc2ccc(Cl)cc2)c([N+](=O)[O-])c1
86,88,?,Nc1ccc(N=Nc2ccccc2)c2ccccc12
114,105,?,Cc1cc(C)n(Cc2ccc(C(=O)NN)o2)n1
104,100,?,CC(=O)c1c(N2CCOCC2)nc2ccc(Cl)cc2c1-c1ccccc1
101,101,?,COc1cccc(F)c1C(C[N+](=O)[O-])c1c(N)n(C)c(=O)n(C)c1=O (stereo unspecified)
94,91,?,O=C(Nc1ccc(N2CCOCC2)c(S(=O)(=O)Nc2ccc(Cl)cc2)c1)c1cnccn1
108,103,?,O=C(Nc1nc2ccccc2n1CCN1CCOCC1)c1ccc(Cl)cc1
104,98,?,O=C1[C@@H]2C(c3cccnc3)=NO[C@@H]2C(=O)N1c1ccc2ccccc2c1
90,90,?,Cc1cccc(C)c1NC(=O)Nc1ccc(S(N)(=O)=O)cc1
109,107,?,O=c1[nH]nc(SCCS(=O)(=O)c2ccc(F)cc2)n1-c1ccc2c(c1)OCCO2
104,104,?,Nc1nc(Nc2cccc(Cl)c2)n[nH]1
99,102,?,CN(C)CC1CCCCC1OC(=O)/C=C/c1ccccc1 (stereo unspecified)
100,98,?,O=c1cc(-c2ccc(O)cc2)oc2c(O)c(O)c(O)c(O)c12
95,98,?,CCN1CCN(c2ncnc3c2cnn3-c2ccc(C)cc2C)CC1
104,102,?,O=C(O)/C=C/C(=O)NCCC(c1ccccc1)c1ccccc1
100,102,?,CC1=NNC(=O)C1CCC(=O)N/N=C/c1ccc(Cl)cc1Cl (stereo unspecified)
96,100,?,CCOC(=O)c1cncc(O)c1
103,98,?,Cc1sc2nc(CC(=O)NN)[nH]c(=O)c2c1C

RGS8-Gao reg: entries above that show a hit
RGS4-Gao reg,RGS8-Gao reg,RGS7-Gao reg,SMILES
387*[activator],150*[activator],?,CCCc1cc(=O)[nH]c(SCC(=O)c2ccc3c(c2)NC(=O)CO3)n1
